Peg3 promoter – Peg3 promoter-driven luciferase inhibitors, primary screen, cell-based, HeLa, luciferase luminescence; 1.7% of 360,000 active; inhibition, % at 20 µM; HeLa PEG-Prom luciferase reporter, overnight;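 active means inhibition of at least 50% at 20 µM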
NR2E3 ag-1 – inhibitors of NR2E3-RetCOR corepressor binding, primary screen, NR2E3 agonist project, biochemical, TR-FRET, GST-NR2E3, biotin-RetCOR | AID 2300, 2010 | 1536-well | 0.12% of 320,000 active | inhibition of corepressor binding, % at 4.78 µM | Photoreceptor-specific nuclear receptor (Homo sapiens), Q9Y5X4;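 active means percent inhibition above the cutoff of mean plus 3 SD of all tested compounds, set per screening campaign, cut at about 20% in these data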;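 further: 0% = DMSO wells and 100% = biotin wells as full block of FRET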
Target sequence (Q9Y5X4 whole entry, looked up): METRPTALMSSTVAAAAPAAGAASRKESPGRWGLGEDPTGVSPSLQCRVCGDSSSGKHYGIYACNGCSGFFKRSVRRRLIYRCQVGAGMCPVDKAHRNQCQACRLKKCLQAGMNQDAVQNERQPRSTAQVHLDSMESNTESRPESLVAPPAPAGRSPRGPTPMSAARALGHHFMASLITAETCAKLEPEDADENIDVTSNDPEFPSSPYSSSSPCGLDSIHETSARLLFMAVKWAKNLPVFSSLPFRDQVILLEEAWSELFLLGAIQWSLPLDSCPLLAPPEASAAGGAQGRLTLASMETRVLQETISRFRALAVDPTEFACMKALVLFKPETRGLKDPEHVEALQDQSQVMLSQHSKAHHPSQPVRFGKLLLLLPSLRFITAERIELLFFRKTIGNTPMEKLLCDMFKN
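System: GST-tagged NR2E3 plus biotinylated RetCOR corepressor; Buffer or medium: pH 7.5 Tris-based buffer; Probe or stimulus: RetCOR corepressor, biotinylated, 7 nM; Doses: compound at 4.8 µM, single dose; Schedule: 5 h incubation at 4 °C; Technique: time-resolved FRET; Evaluation: percent inhibition of TR-FRET ratio; Replication: one well per compound, singlicate testing.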
hiPSC survival – enhancers of single-cell hiPSC survival, primary screen, ATPlite luminescence; 0.044% of 360,000 active; survival enhancement, % at 20 µM; 100% = ROCK inhibitor wells, 0% = DMSO; in the data active means survival enhancement above about 18%;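 further: cells exposed to compounds for 16 hours before the ATP read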
HIF-2a block – HIF-2a reporter inhibitors, primary screen, luminescence, 786-0 RCC cells | 786-0 RCC cells HIF-2a reporter, luciferase luminescence, overnight | inhibition, % at 18.8 µM | 0.72% of 360,000 active;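 active means inhibition of the luminescence signal of 40% or more relative to plate controls, in a single-dose primary screen at 18.75 µM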
CaV13 FRET inh – Primary screen for inhibitors of IQ motif and Ca2+-dependent inactivation inhibitor domain binding in CACNA1D, Förster resonance energy transfer in living cells, …; HEK cells, CFP/YFP FRET ICDI-IQ, plate reader, 10 min; percent FRET-ratio fall versus neutral wells; inhibition, % at 12.3 µM; 0.098% of 340,000 active;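 active means mean replicate inhibition of at least 30% and at least 1% of replicates passing that level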;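 further: 0% = median of the neutral control wells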
Shn3 3UTR inh – reduction of Shn3 3'UTR firefly luciferase signal, primary screen, Schnurri-3 inhibitor project, cell-based, Clone20 osteoblasts, set 2 | Clone20 osteoblast Shn3 3'UTR firefly luciferase, 24 h | inhibition, % at 12.5 µM | 0.52% of 360,000 active;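 active means mean inhibition of at least 75% with every replicate also reaching 75%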;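 further: 0% = median of neutral control wells and 100% = pilot-screen positive control compound; some compounds past the cut are filed as inactive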
NR2E3 ag-2 – NR2E3 agonists in two-hybrid cells, primary screen, cell-based, luminescence, CHO-S, Gal4-NCOR/VP16-NR2E3; inhibition of corepressor binding, % at 3.98 µM; luciferase; Photoreceptor-specific nuclear receptor (Homo sapiens), Q9Y5X4; 0.35% of 360,000 active; AID 602229, 2012;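 active means inhibition above the mean of all tested compounds plus 3 SD, cut at about 70% in these data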;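 further: 0% = DMSO with NR2E3 transfected cells and 100% = cells lacking NR2E3 construct; higher means lower luciferase signal from less NR2E3 corepressor binding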
H9c2 protect – cardioprotection against H2O2-induced cell death, primary screen, uHTS, H9c2 cells, ATPLite luminescence; H9c2 cardiomyocytes, H2O2 injury protection, 2 h; protection from H2O2 cell death, % at 20 µM; 0.63% of 360,000 active; AID 588492, 2011;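 active means compounds giving at least 50% protection of heart cells from peroxide-induced death in the single-dose screen, raw or plate-pattern-corrected value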;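 further: 0% = DMSO wells with peroxide and 100% = DMSO wells without peroxide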
HTR2A ag – mouse Htr2a agonists via beta-arrestin recruitment, primary screen, cell-based, luminescence; CHO-K1 mHTR2A beta-arrestin complementation; percent of 30 µM serotonin response; activation, % at 7.6 µM; 0.66% of 360,000 active; AID 624169, 2012;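 active means activation above a run cutoff, the mean activation of all tested compounds plus 3 SD, cut at about 14% in these data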;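 further: 0% = plate median of compound wells and 100% = 30 µM serotonin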
MITF TRPM1 inh – inhibitors of MITF-dependent TRPM1 promoter reporter, primary screen, cell-based, SK-MEL-5, single point, luciferase. AID 488899, 2010. SK-MEL-5 TRPM1 promoter luciferase, 24 h. inhibition, % at 12.5 µM. 0.83% of 330,000 active;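 active means mean inhibition across replicates of 60% or more, whatever share of single replicates reaches that level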; further: values of inactives mirror those of a sister screen read the other way
PDI inh – inhibitors of human PDI, primary screen, biochemical, turbidity, single point, plate reader | Protein disulfide-isomerase (Homo sapiens), P07237 | 0.052% of 350,000 active | PDI insulin aggregation turbidity, A650, 90 min | inhibition, % at 10 µM;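 active means mean inhibition across replicates of 30% or more, whatever share of single replicates reach that level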;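 further: absorbance from insulin aggregation driven by PDI reduction with DTT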
Target sequence (P07237 whole entry, looked up): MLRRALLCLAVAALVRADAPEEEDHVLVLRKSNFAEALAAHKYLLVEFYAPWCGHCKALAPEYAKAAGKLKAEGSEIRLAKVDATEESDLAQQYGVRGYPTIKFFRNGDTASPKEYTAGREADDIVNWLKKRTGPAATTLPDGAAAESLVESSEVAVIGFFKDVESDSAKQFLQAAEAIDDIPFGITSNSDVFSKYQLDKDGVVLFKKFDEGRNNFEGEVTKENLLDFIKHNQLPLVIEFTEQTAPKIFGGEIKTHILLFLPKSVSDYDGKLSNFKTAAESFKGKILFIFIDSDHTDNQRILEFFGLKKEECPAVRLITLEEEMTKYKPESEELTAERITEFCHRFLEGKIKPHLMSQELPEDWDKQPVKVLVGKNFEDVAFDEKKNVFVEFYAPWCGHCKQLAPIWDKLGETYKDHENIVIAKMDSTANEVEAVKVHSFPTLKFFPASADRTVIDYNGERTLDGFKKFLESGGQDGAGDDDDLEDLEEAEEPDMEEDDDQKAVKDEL
Active calls of the source: *; nt = not tested or not shown.

Under each structure: Peg3 promoter	NR2E3 ag-1	hiPSC survival	HIF-2a block	CaV13 FRET inh	Shn3 3UTR inh	NR2E3 ag-2	H9c2 protect	HTR2A ag	MITF TRPM1 inh	PDI inh
1. CC(=O)c1cccc(N(CC(=O)Nc2cccnc2)S(C)(=O)=O)c1
 : -8	0	-2.8	12	-7	12	-4	2	-1	3	0
2. Nc1cccc(S(=O)(=O)Nc2ccc(SC(F)F)cc2)c1
 : 9	1	0.3	18	-14	8	19	-2	-5	-11	4
3. CCC1=NN2C(=N)/C(=C/c3ccc(OS(=O)(=O)c4ccc(C)cc4)c(OC)c3)C(=O)N=C2S1
 : -7	10	-0.5	-5	-2	1	-36	0	-4	8	-6
4. CC(C)COc1ccc(C(=O)Nc2ccc(NC(=O)c3ccco3)c(Cl)c2)cc1
 : -33	2	-2.9	-86	nt	26	-15	-14	-1	5	-5
5. COc1cc(C)c(S(=O)(=O)NCc2cccnc2)cc1C
 : 6	3	0.5	10	-5	-5	-12	-2	4	1	0
6. Cc1cc(=O)[nH]c(SCc2nc3ccc([N+](=O)[O-])cc3[nH]2)n1
 : 18	2	-1.4	9	-7	-23	-5	6	3	-2	4
7. C=CCSc1nc2sc3c(c2c(=O)n1CC)CCc1ccccc1-3
 : 2	1	-0.9	7	-6	9	-19	-6	2	5	4
8. COc1ccc(C(C)=O)cc1CSc1nncn1-c1ccccc1
 : 12	1	1.5	0	-2	-12	-5	8	4	14	4
9. Cc1ccc(NC(=O)CCSCCC(=O)Nc2ccc(C)c(C)c2)cc1C
 : 5	-2	-0.8	0	-4	-1	7	-1	-2	-10	9
10. O=[N+]([O-])c1ccc(C(O)CNC(=S)Nc2ccccc2)cc1 (configuration not stated)
 : 7	3	3.2	-8	-4	-5	4	3	3	-2	-8
11. CN(C)CC(O)COC(c1ccccc1)c1ccccc1 (configuration not stated)
 : 7	4	0.0	12	-3	-3	2	2	0	-3	5
12. CC1CCC(C(=O)NC(C(=O)NCCc2ccc(S(N)(=O)=O)cc2)C(C)C)CC1 (configuration not stated)
 : 14	1	-0.8	0	-17	-13	-8	-3	-9	-27	6
13. Cn1c(SCC(=O)NC2CCCCC2)nc2c(c1=O)SCC2
 : 7	nt	-0.3	2	-12	-2	17	-1	-1	nt	6
14. COc1ccc(N2CCCC2)c(NC(=O)COc2ccccc2Cl)c1
 : -1	6	-0.4	-4	-3	11	-18	-6	-5	40	12
15. Cc1sc2nc(C)n(/N=C/c3ccccc3O)c(=O)c2c1C
 : -12	-1	0.7	-18	-4	-29	-18	-3	6	3	-4
16. O=C(Nc1ccc(S(=O)(=O)N2CCOCC2)cc1)C1CCN(S(=O)(=O)c2ccc(Cl)cc2)CC1
 : 21	nt	-0.4	19	-3	49	40	-20	-2	11	2
17. CCCc1cc(=O)[nH]c(SC(C)C(=O)Nc2ccc3c(c2)OCCO3)n1 (configuration not stated)
 : -15	2	-0.2	-20	-5	-7	-4	8	0	-5	1
18. COc1ccc(C(=O)Nc2ccc(/C(C)=N/NC(=O)c3ccncc3)cc2)cc1
 : -283	0	-0.2	-209	-2	-22	-103	0	3	-48	6
19. COc1ccc(N2CC(=O)N(c3ccccc3)C2=S)cc1
 : -32	0	-0.5	-47	-5	4	-75	5	2	-5	4
20. CC(=O)Nc1sc(NC(=O)c2ccccc2)nc1-c1cccs1
 : -30	0	-0.3	-49	-10	3	-31	5	-2	-4	-2

Two entries from above, screen by screen:
5: COc1cc(C)c(S(=O)(=O)NCc2cccnc2)cc1C
6: Cc1cc(=O)[nH]c(SCc2nc3ccc([N+](=O)[O-])cc3[nH]2)n1
screen / no. | 5 | 6
Peg3 promoter | 6 | 18
NR2E3 ag-1 | 3 | 2
hiPSC survival | 0.5 | -1.4
HIF-2a block | 10 | 9
CaV13 FRET inh | -5 | -7
Shn3 3UTR inh | -5 | -23
NR2E3 ag-2 | -12 | -5
H9c2 protect | -2 | 6
HTR2A ag | 4 | 3
MITF TRPM1 inh | 1 | -2
PDI inh | 0 | 4

(listing goes on)
Under each structure: Peg3 promoter	NR2E3 ag-1	hiPSC survival	HIF-2a block	CaV13 FRET inh	Shn3 3UTR inh	NR2E3 ag-2	H9c2 protect	HTR2A ag	MITF TRPM1 inh	PDI inh
21. COc1cccc(C2=CC(=O)CCC2)c1OC
 : -12	-1	1.7	-8	-4	-2	21	6	0	1	2
22. O=C(CCNc1cc(Cl)cc(Cl)c1)c1cccs1
 : -19	1	1.6	-76	-2	5	-22	-9	-2	1	8
23. CCCCC(=O)NC1(C(F)(F)F)NC(=O)N(C)C1=O (configuration not stated)
 : 18	3	-0.4	5	-2	-7	-14	2	1	11	-4
24. CCNC(=O)c1cc2c(c(-c3cccc(-c4ccccc4F)c3)n1)[C@H](CCO)N(C(=O)CC)C2
 : nt	nt	-0.4	-6	-10	nt	-34	nt	-2	nt	nt
25. CCCCCCCC(=O)Nc1ccc(S(=O)(=O)Nc2nccs2)cc1
 : 7	0	-1.5	17	-2	-2	21	-3	-8	3	0
26. O=C(Nc1ccccc1)c1ccc(-c2ccc(F)cc2)s1
 : -327	5	-2.7	-309	-6	-90	-3	-2	2	-79	-3
27. c1ccc(Cc2nnc(-c3ccccc3)o2)cc1
 : -265	-1	1.5	-209	nt	-82	-66	-6	1	-43	-9
28. CC(C)Oc1ccc(Cc2c(O)nc(NCCCN(C)C)[nH]c2=O)cc1
 : 0	-4	-0.3	12	-5	-68	-7	1	-4	0	0
29. O=C(OCc1ccc(Br)cc1)c1cnc(Cl)c(Cl)c1
 : -31	9	0.1	2	-2	25	-2	-6	0	-5	-3
30. COc1cc(/C=N/NC(=O)c2cccc([N+](=O)[O-])c2)ccc1OC(=O)c1ccco1
 : -4	2	-1.8	1	-5	11	-31	20	2	1	1
31. CN(Cc1ccccc1)C(=O)N1CCOCC1
 : 4	0	-0.2	10	1	4	-6	0	3	-8	11
32. Cc1cccc(C(=O)N2CCN(c3ccc(C(F)(F)F)cn3)CC2)c1C
 : 7	2	-0.4	19	0	1	31	-17	7	8	-4
33. CCOC(=O)c1ccc(NC(=O)CCc2nc(-c3ccccc3Cl)no2)cc1
 : 32	-1	7.7	0	-5	-9	-13	-18	1	3	-9
34. Cc1cnc(C(=O)OCC(=O)Nc2ccccc2[N+](=O)[O-])cn1
 : 2	nt	1.3	9	-5	-2	-7	0	-2	11	9
35. Cn1c(SCC(=O)NCc2cccs2)nnc1-c1ccc(O)cc1
 : 9	-4	0.6	15	-5	-9	-18	1	0	9	3
36. O=C(NC1CCN(Cc2ccccc2)CC1)c1ccc2c(c1)[nH]c(=O)n2Cc1ccc(F)cc1
 : 18	3	-3.6	48*	-5	43	-27	-5	-4	22	-3
37. O=C(NNC(=O)C1CCN(c2ncccn2)CC1)c1ccncc1
 : 4	-1	0.9	12	-7	-2	7	7	6	14	20
38. CCOC(=O)Nc1csnn1
 : 10	nt	0.2	6	-16	-13	-9	-1	-7	-11	13
39. CC(=O)N[C@H]1C[C@@H]1c1ccccc1
 : 11	4	-0.5	16	-1	-7	-11	0	-1	-2	-6
40. Nc1nc(F)nc2c1ncn2[C@@H]1O[C@H](CO)[C@@H](O)[C@H]1O
 : 95*	3	-0.7	57*	-4	96*	103*	-12	20*	93*	4
41. CCCc1cc(=O)n2c([nH]c3ccccc32)c1C#N
 : -35	1	-0.4	-64	nt	-13	-58	-11	6	-2	-6
42. CCCCOc1ccc(/C=N/Nc2cc(N3CCOCC3)nc(C)n2)cc1
 : 13	1	-0.2	8	-20	14	6	4	-1	-16	7
43. Cc1ccc(CSc2nnc(-c3ccc(NS(=O)(=O)c4ccccc4)cc3)o2)cc1
 : 12	-1	-1.6	24	-5	-7	-5	-8	-1	-2	10
44. Cc1nn(-c2ccccc2)c(C)c1CCC(=O)O
 : -113	1	-0.6	-123	-4	-6	-124	4	-1	-7	-2
45. COc1ccc(N2CCN(CCCNC(=O)Cn3c(=O)c4cccn4c4cccnc43)CC2)cc1
 : 8	3	-0.5	14	-15	-1	-1	9	-6	5	1
46. COC(=O)CN(c1cc(Cl)ccc1OC)S(=O)(=O)c1ccc(C)cc1
 : 38	-5	-0.5	26	-15	3	-6	4	-8	2	3
47. COc1ccc(-c2nc(C#N)c(N3CCOCC3)o2)cc1OC
 : -8	3	-4.2	-5	nt	3	-3	-12	0	-6	-2
48. O=C(COc1cccc2cccnc12)N/N=C/c1cccn1-c1ccc(F)cc1
 : 34	-3	-0.5	19	-15	10	-4	39	8	-6	0
49. Cc1cccc(NC(=O)c2nc[nH]c2C(=O)N2CCN(c3ccccc3)CC2)c1
 : -1	nt	-0.4	9	-11	-11	-18	1	1	8	2
50. COc1ccc(NC(=O)c2cc(C)no2)cc1Cl
 : -78	-3	0.1	-62	-3	-20	-7	0	-1	-4	14
51. O=C(O)C1OC2OC3(CCCCC3)OC2C2OC3(CCCCC3)OC12 (configuration not stated)
 : 1	2	-0.2	11	-8	-19	-1	-8	7	-2	-64
52. CN(C)Cc1ncccc1Oc1nc2cc(-c3cccc(Cl)c3)sc2c(=O)n1C
 : 23	nt	-0.3	-37	-6	-2	0	-10	-2	nt	-8
53. CCCCNS(=O)(=O)c1ccc(Br)cc1N1CCC[C@H]1CO
 : 3	nt	0.7	13	-8	-4	-65	-6	-3	2	-11
54. CCN(CC)S(=O)(=O)c1ccc(S(=O)(=O)N2CCCC2C(=O)O)cc1 (configuration not stated)
 : 6	0	-1.8	7	-8	13	10	-7	3	-3	-7
